Bioassay records deposited in PubChem by National Center for Advancing Translational Sciences (NCATS).
TDP-43 yeast inh = rescues yeast growth from TDP-43 toxicity; AID 652104; Potency, µM (top dose mostly 46.1 µM), inactives show at the highest dose growth rescue (activation), hits mostly activators; TDP-43 expressing yeast growth rescue, BacTiter-Glo, 24 h; hit rate 1.8% among 410,000; also: potency is read from the fitted curve at half-maximal effect; % of control where 0% means no effect; nearly all actives have a fitted effect of over 50% in size
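Yeast cells expressing TDP-43 under galactose induction are exposed to compounds for 24 hr at 30 deg C. BacTiter-Glo luminescence measures growth, so protective compounds score as activators.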
D3 antag = D3 dopamine receptor (human) antagonism | D3R cells, DiscoveRx beta-arrestin luminescence, antagonist mode; active compounds read low | max response, negative = inhibition, % | hit rate 2.5% among 360,000 | AID 652054; in the data active = max response below about -50%; inconclusive = no clear call, values can overlap the other calls; also: % is scaled to controls: 0 for no effect and ±100 for the full control effect; mostly tested at two doses, the higher about 12 µM
Target sequence (P35462 whole entry, looked up): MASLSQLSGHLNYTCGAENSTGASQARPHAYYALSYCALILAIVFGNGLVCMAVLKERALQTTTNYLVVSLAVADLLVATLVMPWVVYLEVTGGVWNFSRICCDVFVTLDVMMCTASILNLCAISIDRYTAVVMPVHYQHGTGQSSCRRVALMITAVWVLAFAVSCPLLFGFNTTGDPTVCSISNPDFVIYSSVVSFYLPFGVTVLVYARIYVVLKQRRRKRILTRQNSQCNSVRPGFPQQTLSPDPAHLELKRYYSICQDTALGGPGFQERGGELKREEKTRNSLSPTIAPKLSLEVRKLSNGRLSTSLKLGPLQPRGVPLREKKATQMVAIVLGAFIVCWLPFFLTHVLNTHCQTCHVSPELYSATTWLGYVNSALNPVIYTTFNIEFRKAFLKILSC
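Cells plated overnight at 1500 cells/well, then exposed to library compounds with dopamine controls for 90 minutes at 37 degrees C. DiscoveRx reagent added for 30–60 minutes at room temperature; luminescence read, quantitative HTS format.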
FUS yeast rescue = FUS proteinopathy suppression in yeast. S. cerevisiae FUS-expressing, growth rescue, OD600, 24 h. Potency, µM (highest dose often 76.6 µM), inactives show top-dose growth rescue (activation), hits mostly activators. hit rate 0.24% among 390,000. AID 1347120;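 also: potency is read from the fitted curve at half-maximal effect; plate controls were DMSO vehicle for no effect and reference control for full effect; nearly all actives have a fitted effect of over 55% in size; some results filed as inactive show a strong effect at the top dose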
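Absorbance at 600 nm, taken 24hr after compound addition, measured rescue of FUS-yeast growth at 30C. Induction used 2% galactose with seeding at OD 0.005. Controls: CP55940 from 92uM final, DMSO only.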
D3 ag = activates the human D3 dopamine receptor. D3R DiscoveRx beta-arrestin cells, luminescence, 90 min. hit rate 0.58% among 410,000. P35462. max activation, %; in the data active = max activation above about 30%; also: 0% is about no effect; mostly tested at two doses, the higher about 12 µM
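Cells at 1500/well, incubated overnight, then treated with pinned compounds (dopamine as control) for 90 min at 37 degrees C. DiscoveRx reagent added for 30 - 60 minutes at room temperature; luminescence read.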
EPAC2 antag = blocks human EPAC2 exchange factor. EPAC2 GEF exchange of Rap1B-BODIPY-GDP, fluorescence. Q8WZA2. hit rate 0.18% among 360,000. Potency, µM (doses to about 114 µM), for the others: at the highest dose activity, negative = inhibition, hits mostly inhibitors; also: potency is read from the fitted curve at half-maximal effect; % is scaled to controls: 0 for no effect and ±100 for the full control effect; nearly all actives have a fitted effect of over 45% in size; many of its hits are not listed in these tables
aSyn yeast inh = inhibitors of alpha-synuclein toxicity in yeast; Yeast expressing alpha-synuclein, growth rescue, BacTiter-Glo, 24 h; Potency, µM (series often up to 46.1 µM), for the others: at the highest dose growth rescue (activation), hits mostly activators; hit rate 0.14% among 370,000; also: potency is read from the fitted curve at half-maximal effect; % of control where 0% means no effect; nearly all actives have a fitted effect of over 65% in size
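Rescue of yeast growth: cells expressing toxic alpha-synuclein, induced in galactose at OD600 0.02, incubated with compound 24 h at 30 C. ATP luminescence quantified growth; inhibitors of toxicity appear as activators.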
Abeta rescue = A-beta toxicity reversal in yeast | Potency, µM (top dose mostly 46.1 µM), without a hit: at the top dose growth rescue, most hits filed as activators | yeast expressing A-beta42, growth rescue, OD600, 48 h; response scale: 0% DMSO, 100% iron-clioquinol control | hit rate 0.063% among 410,000 | AID 1347071; also: potency is read from the fitted curve at half-maximal effect; nearly all actives have a fitted effect of over 55% in size
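Yeast A-beta toxicity model in growth medium with pinned compounds, 48 h at 30 C; growth read as absorbance at 600 nm. Normalized to FeCl3/clioquinol equimolar mix (positive) and DMSO (negative).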
EPAC2 ag = activates human EPAC2 exchange factor; Q8WZA2; EPAC2 activation, biochemical qHTS; response scale: 100% = 6.5 mM cAMP response; Potency, µM (series often up to 154 µM), for the others: at the top dose activation, usual class: activators; hit rate 0.079% among 360,000; also: potency is read from the fitted curve at half-maximal effect; nearly all actives have a fitted effect of over 50% in size
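Compounds were titrated in qHTS against a Rap1B-BODIPY-GDP (250 nM) complex with EPAC2 (100 nM) and GDP (50 uM). BODIPY-GDP release tracked at 480/540 nm over 30 min at room temperature, normalized to 6.5 mM cAMP.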
Starred values were filed as active, the others as inactive; u = inconclusive; x = no result given; & = joins results of further samples; ! = not active in a repeat; [ ] = remark or other dose. Unless noted, calls follow the shape of the dose curve; as a rule, active = well fitted curve in the direction sought with a large enough effect; inconclusive = small, poorly fitted or top-dose-only effect, or another doubt; inactive = no such curve, though single readings can be large; an effect the other way counts as inactive or inconclusive. An excerpt; count on the stated rates, not on these rows.

Below each compound: TDP-43 yeast inh | D3 antag | FUS yeast rescue | D3 ag | EPAC2 antag | aSyn yeast inh | Abeta rescue | EPAC2 ag
- CCC(Oc1ccccc1)C(=O)Nc1cc(-c2cccc(C)c2)nn1-c1ccccc1 (stereo unspecified)
→ -9% | x | 39% | -1 | x | x | -21% | x
- CCOc1ccc(NC2=C(Cl)C(=O)N(Cc3ccccc3)C2=O)cc1
→ -11% | -9 | -22% | -7 | -8% | -7% | -3% | 13%
- CCOC(=O)CCP(=O)(O)C(O)c1ccc(OC)cc1 (stereo unspecified)
→ -16% | 16 | u | -5 | -5% | 0% | -16% | 6%
- CC1=C(C(=O)Nc2cc(C)ccc2C)C2(CCCCCC2)OC1=O
→ 22% | x | 7% | 4 | x | x | 5% | x
- CCC(c1nnnn1-c1ccc2c(c1)OCCO2)N1CCN(c2ncccn2)CC1 (stereo unspecified)
→ 3% | u | 10% | -8 | -5% | -4% | -3% | 13%
- Fc1ccc(-n2ncc3c(Nc4ccc(Oc5ccccc5)cc4)ncnc32)cc1
→ 24% | x | 7% | 20 | x | x | -1% | x
- O=C(CSc1ccsc1[N+](=O)[O-])N1CCN(c2ccccc2)CC1
→ 12% | -28 | 21% | -11 | 12% | 0% | -3% | 27%
- COC(=O)c1c(C(=O)OC)c2cc(C(=O)c3ccccc3)ccn2c1Cl
→ -3% | 37 | 23% | 18 | -3% | 2% | 4% | 24%
- CCOc1ccc2nc(SCC(=O)NCc3ccc(OC)c(OC)c3)[nH]c2c1
→ 0% | -5 | 9% | 0 | 7% | 6% | -5% | 4%
- CN(C)CCNC(=O)c1ccc(Sc2ccc(Br)cc2)c([N+](=O)[O-])c1
→ 5% | 6 | 4% | -11 | 1% | 2% | 5% | 6%
- Cc1ccc(C)c(NC(=O)CCc2c(C)nn(-c3ccc(N4CCCC4)nn3)c2C)c1
→ -1% | x | -4% | 7 | x | x | -9% | x
- CN(C=C1C(=O)CC(C)(C)CC1=O)CCN1CCNCC1
→ 13% | 26 | 2% | 3 | 7% | 2% | 3% | -7%
- O=C(CCCCCn1c(=S)[nH]c2ccc(N3CCOCC3)cc2c1=O)NCCc1ccccc1
→ 0% | 16 | 28% | -11 | 11% | 0% | -1% | 0%
- COc1ccc(-c2nc(-c3ccc(Br)cc3)no2)c(OC)c1
→ -13% | -25 | 26% | -17 | -5% | -6% | -5% | 11%
- COc1ccc(/C=C/c2nnc(NC(=O)CSc3ccc(C)cc3)s2)cc1
→ -28% | -22 | 36% | -6 | 6% | 0%&-3% | -18% | -3%
- CCOC(=O)n1c(=O)oc2cc(S(=O)(=O)N3CCOCC3)ccc21
→ -18% | -27 | 11% | -18 | -3% | 2% | 0% | 15%
- O=S(=O)(Nc1ccc(-n2cccc2)cc1)c1ccc(Cl)c(Cl)c1
→ -93%[inhibitor] | 2 | 30% | 0 | -28% | -73%[inhibitor] | -83%[inhibitor] | 9%
- O=C(CCNC(=O)c1ccc([N+](=O)[O-])cc1)Nc1cccc(S(=O)(=O)N2CCCCC2)c1
→ -9% | -3 | 9% | -1 | 1% | 0% | 3% | 19%
- Cc1nn(-c2ccccc2)c(N2CCCC2)c1/C=N/O
→ -3% | 14 | 7% | 4 | 10% | 4% | 11% | -2%
- CCN(Cc1ccccc1)C(=O)Cn1c(=O)n(Cc2ccccc2)c(=O)c2c1c1cc(OC)ccc1n2C
→ 4% | x | 14% | 3 | x | x | -5% | x
- O=C(Nc1cccs1)Nc1ccc(F)cc1F
→ 14µM*! | 21 | -10%&-10% | 1&-5 | 4% | -15% | 3%&16% | 4%
- CCCN1/C(=C(/C#N)C2=NS(=O)(=O)c3ccccc32)N(C)c2ccccc21
→ -17% | -19 | -1% | 3 | 5% | 2% | -4% | 2%
- CCOC(=O)Cc1csc(NC(=O)COc2cc(C)cc(C)c2)n1
→ 4% | -16 | 16% | -3 | -2% | -6% | 4% | -1%
- CCOC(=O)c1c(C)[nH]c(C(=O)OCC(=O)N(C)c2c(N)n(Cc3ccccc3)c(=O)[nH]c2=O)c1C
→ 6% | 12 | 23% | 2 | 2% | 6%[1.84 µM] | -3% | -2%
- CCN(Cc1nc(-c2ccc(OC)c(OC)c2)no1)C(=O)c1ccoc1C
→ 2% | -7 | 5% | 9 | 1% | 0% | -12% | 9%
- Nc1cc[n+](CC(=O)c2ccc3c(c2)OCCO3)cc1
→ 16% | -2 | 6% | -3 | 2% | 0% | 6% | 13%
- O=C1CCCc2c1ccc1ccccc21
→ u | -4 | -20% | -1 | 7% | 18% | 1% | 1%
- Cc1cccc(C)c1NC(=O)C(=O)NCCOc1ccc(Cl)cc1
→ 0% | 4 | 11% | 1 | 0% | 0% | -10% | 13%
- Cc1cc(Cl)ccc1N(CC(=O)NCCSCc1ccco1)S(C)(=O)=O
→ 1% | -10 | 24% | -1 | -5% | 7% | 9% | 12%
- CNC(=O)C(=O)NCCN1CCN(C(=O)c2ccc([N+](=O)[O-])cc2)CC1
→ -13% | -9 | -3% | 2 | 7% | 2% | -4% | 1%
- COc1cc(/C=C2\CC(C(C)(C)C)C/C(=C\c3cc(OC)c(OC)c(OC)c3)C2=O)cc(OC)c1OC (stereo unspecified)
→ -12% | 2 | u | 2 | -28% | 3% | -1% | 3%
- N#Cc1c(OCC(=O)c2ccccc2)nc2c(c1-c1ccco1)CCc1ccccc1-2
→ 17% | 21 | 28% | -7 | 12% | 12% | -2% | 0%
- CCc1nc2c(OCCC3CCCCC3)cccn2c1N(C=O)Cc1ccc(OC)cc1
→ 3% | -77* | 19% | -12 | -14% | 0% | 4% | 4%
- COc1ccccc1-c1nnc(NC(=O)Cc2ccccc2)o1
→ 1% | u | -16% | -5 | 3% | -2% | -12% | 14%
- O=C(OCCn1cncn1)c1cc2ccccc2oc1=O
→ 6% | 3 | -21% | 3 | -3% | 3% | 6% | 2%
- COc1cc2ccccc2cc1C(=O)Nc1cc(-c2nc3ccccc3o2)ccc1C
→ 7% | x | 23% | 9 | x | x | -1% | x
- Cc1ccc(NC(=O)/C=C\C(=O)NCC(=O)O)cc1C
→ u | 3 | -6% | 3 | 2% | 16% | 3% | -4%
- CC(C)(C)OC(=O)C[C@H]1C/C=C\C[C@@H](CC(=O)N[C@H](CO)Cc2ccccc2)C(=O)NC[C@H](c2ccccc2)OC1=O
→ -7% | -19 | u | -2 | -1% | 15% | -2% | -12%
- Cc1ccc2c(c1)C1CN(C)CCC1N2C(=S)Nc1ccc(Cl)cc1Cl (stereo unspecified)
→ 8% | -8 | 7% | -13 | 1% | 2% | 2% | 1%
- O=c1c2ccccc2ncn1Cc1ccc(Cl)c(Cl)c1
→ 12% | 2 | -37% | 9 | -18% | 5% | u | 17%
- Cc1[nH]c2ccccc2c1/C=N/NC(=O)c1cccc(Br)c1
→ -3% | 5 | 14% | -17 | 1% | -17% | 12% | 11%
- Cc1ccccc1C(=O)NNC(=O)CSc1nc(-c2ccccc2)cc(=O)[nH]1
→ -12% | 0 | 1% | 2 | -1% | 1% | -8% | 10%
- Cc1ccc(NC(=O)Cn2cnc3sc(C(=O)NCc4ccco4)c(C)c3c2=O)cc1Cl
→ 0% | -14 | 31% | 6 | 14% | -7% | -12% | -4%
- CCCCCCCn1c(NC(=O)CC)nc2ccccc21
→ u | 3 | 10% | 16 | u | u | 22µM* | -17%
- COc1ccc([N+](=O)[O-])cc1NC(=O)CCN1CCN(CCO)CC1
→ 13% | 6 | x | 1 | 15% | 0% | 18% | -7%
- CC(C)(C)OC(=O)N1CCC(c2c(C(=O)N3CCN(c4ccccn4)CC3)cnn2-c2ccc(F)cc2F)CC1
→ 11% | x | 21% | 2 | x | x | 7% | x
- Cc1cc(Cl)ccc1OCC(=O)Nn1c(C)ccc1C
→ -13% | 15 | 61% | 3 | 16% | 2% | -17% | 4%
- COc1cccc(CCC(=O)N2CCC(n3nccc3NC(=O)CC(C)C)CC2)c1
→ -12% | -1 | 20% | 3 | 1% | -2% | 3% | 5%
- CCc1cccc(CC)c1NC(=O)Cc1csc(C)n1
→ 15% | x | 33% | -1 | x | x | 5% | x
- Cc1ccc(S(=O)(=O)c2c(N)n(C)c3nc4ccccc4nc23)cc1
→ 27% | 6 | -20% | 3 | -4% | 3% | 16%[9.22 µM] | 5%
- Cc1cc(C)c2[nH]c(=O)c(C(c3nnnn3C(C)(C)C)N3CCN(C(=O)c4ccco4)CC3)cc2c1 (stereo unspecified)
→ 2% | 6 | u | 4 | -3% | 1% | 6% | -7%
- O=C(O)C1=C[C@H](C2CC2)C[C@H](OCCCCO)O1
→ 20% | 51 | -7% | -4 | 6% | 0% | -9% | 0%
- O=C1CCCN1CCCNc1ncccc1[N+](=O)[O-]
→ -3% | 12 | -13% | -3 | 1% | -1% | -10% | 10%
- O=c1[nH]c2cc(C(F)(F)F)ccc2n1-c1cc(C(F)(F)F)ccc1O
→ 0% | 36 | -13% | 12 | u | 1%&-1% | 1% | -10%
- COc1ccc(CN(CCCN2CCOCC2)C(=O)Nc2cccc(Cl)c2)cc1OC
→ -4% | -28 | 3% | -9 | -2% | -20% | -7% | -12%
- CC(C)(C)NCc1cc2ccccc2[nH]c1=O
→ 9% | -1 | 17% | 1 | 8% | 5% | 8% | -5%
- O=S(=O)(/N=C(/Nc1ccccc1)C(F)(F)F)c1ccccc1
→ -8% | 27 | x | 1 | 0% | -1% | 3% | -3%
- COc1ccc(CNC(=O)CN=C2NC(=O)C(c3ccccc3)(c3ccccc3)N2)cc1
→ 27% | -1 | 22% | -3 | -3% | 3% | -6% | -3%
- Cc1nc(C(C)NC(=O)CCc2nnc(CCCc3ccccc3)o2)c(C)s1 (stereo unspecified)
→ 12%[9.22 µM] | -8 | 6% | -5 | -4% | 6% | -6% | 14%
- CCN(N=O)[C@@H](Cc1ccccc1)CN(N=O)[C@@H](Cc1ccccc1)CN(C)N=O
→ 1% | 0 | 18% | 32* | -10% | 2% | 7% | 5%
- CCCCOc1ccc(-c2nnn(CC(=O)Nc3ncc(CC(=O)OCC)s3)n2)cc1
→ -5% | -12 | -1% | 4 | u | -1% | 13% | -10%
